ATXN2 expr inh – inhibitors of ATXN2 expression | HEK-293 ATXN2-luciferase reporter, luminescence, 24 h | Potency, µM (highest dose often 57 µM), for inactives: at the highest dose activity change, negative = inhibition, hits mostly inhibitors | 360,000 compounds, 0.72% hits; note: potency is the fitted concentration of half-maximal effect; % is set by controls: 0 for no effect and ±100 for the full control effect; nearly all actives have a fitted effect of over 55% in size
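ATXN2-luciferase reporter cells (luciferase flanked by upstream and downstream ATXN2 gene portions) were treated 24 h at 37 °C with compounds at up to 57 uM. SteadyGlo luminescence gave expression; GF-AFC fluorescence gave viability.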
MCF10A rereplic – DNA re-replication induction in MCF 10a cells; MCF 10A DNA re-replication, Hoechst nuclear intensity, 48 h; Potency, µM (titrated, usually from 46.1 µM), without a hit: top-dose activity, positive = re-replication, actives largely listed as activators; 350,000 compounds, 2.9% hits; note: potency is the fitted concentration of half-maximal effect; % of control where 0% means no effect; nearly all actives have a fitted effect of over 50% in size
HepG2 tox – kills HepG2 cells in TGF-b inhibitor counter-screen; HepG2 CAGA-GFP viability, ATP luminescence, 18 h; Potency, µM (series often up to 46.1 µM), inactives show at the top dose activity change, negative = cytotoxicity, hits mostly cytotoxic; 410,000 compounds, 0.76% hits; AID 588856; note: potency is the fitted concentration of half-maximal effect; some results filed as inactive show a strong effect at the top dose
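CellTiter-Glo luminescence gave cytotoxicity after 18 hours at 37 degrees C. The cells were HepG2 CAGA-GFP in 1% FBS DMEM, stimulated with 500 pg/mL TGF-beta after compound addition. %Activity was normalised to no-cell wells (complete cell-killing) and DMSO (no toxicity), and curves were fitted and classified.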
Nrf2 ARE act – activators of Nrf2 (ARE) signaling; AREc32 ARE-luciferase reporter (MCF7-derived line), luminescence, 24 h; Potency, µM (series often up to 46.1 µM), for the others: top-dose activation, hits mostly activators; 410,000 compounds, 0.31% hits; note: potency is the fitted concentration of half-maximal effect; % of control where 0% means no effect; nearly all actives have a fitted effect of over 65% in size
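Luciferase luminescence (Steady-Glo, 30 min at room temperature) served as the read-out of ARE activation in AREc32 cells treated with compounds for 24 hr at 37 deg C.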
A549 viability – counter-screen for Nrf2 inhibitors: cytotoxicity in A549 cells. A549 ARE-Fluc cells, CellTiter-Fluor viability, 18-24 h. 390,000 compounds, 0.16% hits. Potency, µM (titrated, usually from 46 µM), inactives show top-dose activity change, negative = cytotoxicity, hits mostly inhibitors; note: potency is the fitted concentration of half-maximal effect; % is set by controls: 0 for no effect and ±100 for the full control effect
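A549 ARE-Fluc cells in 5% FBS OPTI-MEM, 5000 cells/well, rested 2 h then exposed to compounds in concentration-response for 18-24 h at 37 °C. Viability by CellTiter-Fluor fluorescence (Ex 405/Em 525) after 30 min; luciferase luminescence (BugLite, 15 min, RT) read afterwards.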
TGFb SMAD3 inh – inhibitors of TGF-b signaling; Potency, µM (doses to about 46.1 µM), for the others: at the top dose activity, negative = inhibition, usual class: inhibitors; 410,000 compounds, 1.2% hits; HepG2 CAGA-GFP TGF-b/SMAD3 reporter, GFP fluorescence, 18 h; TGF-beta stimulated, 500 pg/mL final; note: potency is the fitted concentration of half-maximal effect; % is set by controls: 0 for no effect and ±100 for the full control effect; nearly all actives have a fitted effect of over 65% in size
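HEPG2 CAGA-GFP cells (1000/well, DMEM with 1% FBS) were pre-incubated 2 h at 37 degrees C, given compound by pin tool, then stimulated with TGF-beta at 500 pg/mL final for 18 h before per-cell GFP fluorescence imaging.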
S2 tox – reduces viability in counter-screen for ATXN expression inhibitors. S2 cells (HEK-293 line with an ATXN2-luciferase reporter) viability, CellTiter-Fluor protease fluorescence, 24 h. Potency, µM (top dose mostly 56.7 µM), hits mostly cytotoxic. 400,000 compounds, 0.49% hits; note: potency is the fitted concentration of half-maximal effect; nearly all actives have a fitted effect of over 40% in size
IL1B secr inh – inflammasome signaling inhibition, IL-1 beta readout | THP-1 LPS/ATP IL-1B secretion, AlphaLISA, 16 h; active compounds read low | AID 743279 | 360,000 compounds, 4.7% hits | activity change, % at 57.5 µM; in the data active = activity change below about -50%; inconclusive = mostly about -30% to -49%; note: % is set by controls: 0 for no effect and ±100 for the full control effect
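Secreted IL-1B measured by AlphaLISA bead assay after 16 h compound exposure of THP-1 cells; compounds (final up to 57.5 uM) added 1 h before LPS (250 ng/mL) and ATP (1.25 mM) stimulation; lower signal means less secretion.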
Nrf2 block – blocks Nrf2 signaling. A549 ARE-Fluc reporter, luciferase luminescence, 18-24 h. Potency, µM (highest dose often 46 µM), inactives show top-dose activity change, negative = inhibition, most hits filed as inhibitors. 360,000 compounds, 2.1% hits; note: potency is the fitted concentration of half-maximal effect; % is set by controls: 0 for no effect and ±100 for the full control effect; nearly all actives have a fitted effect of over 60% in size
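Nrf2 function is reported as luminescence of an ARE-controlled luciferase in A549 cells. Compounds were tested at several concentrations, and a CellTiter-Fluor read on the same wells flagged cytotoxicity.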
Starred values were filed as active, the others as inactive; i = inactive; ? = inconclusive; . = no result given; [ ] = dose if it differs, or a comment. Unless noted, calls come from the whole dose curve; as a rule, active = well fitted curve in the direction sought with a large enough effect; inconclusive = small, poorly fitted or top-dose-only effect, or another doubt; inactive = no such curve, though single readings can be large; an effect the other way counts as inactive or inconclusive.

SMILES | ATXN2 expr inh | MCF10A rereplic | HepG2 tox | Nrf2 ARE act | A549 viability | TGFb SMAD3 inh | S2 tox | IL1B secr inh | Nrf2 block
CCn1c(=O)c(C(=O)NNC(=O)c2ccc(Cl)cc2Cl)c(O)c2ccccc21 | -18.5% | ? | 4.1% | -0.9% | -13.1% | 1.0% | i | 13.4 | -28.2%
Cc1cc(OCC(=O)Nc2ccccn2)c2c(C)c(C)c(=O)oc2c1 | . | 0.6% | -11.8% | 8.7% | ? | -5.3% | i | 15.2 | -2.9%
Cc1ccc2nc(-c3ccc(F)cc3)c(Cc3ccccn3)n2c1 | 63.8%[activator] | . | -4.9% | 6.0% | . | 1.2% | i | ? | .
CCc1nnc(NC(=O)CN2CCN(c3cccc(OC)c3)CC2)s1 | -6.8% | -18.3% | 5.2% | 0.0% | 5.0% | ? | i | 18.0 | .
NC(=O)c1ccc(C(F)(F)F)n(Cc2ccccc2Cl)c1=O | -14.8% | 3.3% | -44.9% | 0.5% | -3.5% | -7.9% | i | 9.2 | -25.1%
C=C(C)CSc1nc2ccccc2c(=O)n1-c1c(C)n(C)n(-c2ccccc2)c1=O | -17.2% | -0.7% | -0.3% | 0.0% | -7.2% | 0.0% | ? | -2.1 | -0.6%
COc1ccc(NC(=O)c2ccccc2[N+](=O)[O-])cc1 | 24.3% | 3.2% | 2.8% | 0.4% | -1.2% | 8.9% | i | 0.9 | ?
C=C(C)COc1ccc(-c2[nH]ncc2-c2ccccc2OC)c(O)c1 | ? | 14.6µM* | 17.8µM* | -0.6% | ? | ? | ? | -59.9* | ?
Cc1ccc(NC(=O)c2cc(C)n(-c3ccccc3)c2C)cc1 | ? | 3.26µM* | 5.0% | 0.5% | 1.8% | 24.4% | i | -82.9* | .
O=C(NCc1cccc(Br)c1)c1cnn(-c2ccc(F)cc2)c1-n1cccc1 | -22.5% | . | -31.2% | -0.3% | -7.9% | ? | ? | . | 7.5%
CNC(=S)N/N=C(\C)c1cccc(C(F)(F)F)c1 | -6.0% | -0.8% | -43.4% | 7.0% | 3.1% | -12.6% | ? | -24.9 | -21.1%
CC(C)NC(=O)C1(C)CCCN1C(=O)c1ccccc1Br (stereo unspecified) | 12.4% | . | 4.5% | 0.0%[9.22 µM] | . | -3.0% | i | 50.1 | .
C=CCn1c(-c2cccc(OC)c2)n[nH]c1=S | 1.1% | -5.9% | 19.8% | 0.2%[9.22 µM] | -0.6% | 1.4% | ? | 33.6 | -13.9%
O=C(COC(=O)CNS(=O)(=O)c1cccc(F)c1)NCCc1ccccc1 | 3.6% | -8.1% | 8.6% | -0.6% | 0.1% | 4.7% | i | 10.6 | 5.9%
CCc1ccc(C(=O)Nc2nc(C)cs2)s1 | ? | ? | -1.6% | -1.8% | 4.7% | -0.3% | i | 4.0 | ?
COc1ccc(-c2nnc(SCC3CCCO3)n2C)cc1 (stereo unspecified) | 32.0%[activator] | -0.6% | -30.1% | 0.3% | 4.6% | -12.3% | i | 0.3 | ?
CCOC(=O)C1=NN(c2ccccc2)C(c2ccccc2)CC1=O (stereo unspecified) | -7.9% | 14.5% | -14.8% | 1.9% | -11.3% | ? | i | 6.2 | -24.1%
CN1C(=O)C(C)(C)N(C(=O)c2cccc([N+](=O)[O-])c2)c2ccccc21 | -1.0% | -2.1% | 4.6% | 0.1% | -2.9% | 7.1% | i | -14.4 | -8.7%
CCCc1nc2oc3c(NCCOCCO)ncnc3c2c2c1COC(C)(C)C2 | -3.2% | 14.2% | 5.9% | 0.1% | 3.2% | 2.4% | i | -8.7 | ?
Cc1cc(NC(=O)C2CC(c3cccc(Br)c3)=NO2)no1 (stereo unspecified) | 3.8% | 12.0% | -0.1% | 0.2% | 10.7% | -26.3% | i | -4.7 | 14.6%
NC(=O)c1ccsc1NC(=O)COC(=O)c1ccc([N+](=O)[O-])o1 | -6.7% | 3.4% | -1.8% | 6.9% | -1.1% | -4.1% | i | 2.8 | 5.8%
CC(C)(C)OC(=O)NS(=O)(=O)Nc1ccccc1Br | . | . | 1.6% | . | 0.9% | 6.3% | . | . | 1.7%
CC(NC(=O)CCNC(=O)N1CCn2c1nc1ccccc12)c1ccccc1 (stereo unspecified) | 2.3% | -1.2% | -3.2% | -0.4% | 10.7% | -7.3% | i | -5.4 | -0.5%
COc1ccc(-c2nn(CCC#N)cc2/C=N/O)cc1 | 3.5% | -10.4% | 8.0% | 0.3% | -2.3% | 23.9% | i | -3.6 | -0.8%
O=S(=O)(c1ccc(OC(F)(F)F)cc1)N1CCN(c2nc(-c3ccccc3)nc3ccccc23)CC1 | . | . | 28.5% | . | 0.2% | 5.0% | . | . | 28.9%

Taken from above.
For Nrf2 ARE act, Cc1cc(OCC(=O)Nc2ccccn2)c2c(C)c(C)c(=O)oc2c1 has the entry 8.7%
For TGFb SMAD3 inh, CC(C)(C)OC(=O)NS(=O)(=O)Nc1ccccc1Br has the entry 6.3%

The results go on:
SMILES | ATXN2 expr inh | MCF10A rereplic | HepG2 tox | Nrf2 ARE act | A549 viability | TGFb SMAD3 inh | S2 tox | IL1B secr inh | Nrf2 block
O=C(NCCC1=CCCCC1)C1CCN(S(=O)(=O)c2ccccc2)CC1 | 1.1% | 0.7% | -12.9% | -0.2% | -1.1% | -0.3% | i | 8.8 | 3.6%
COc1ccccc1CNc1nc(-c2ccco2)nn1S(=O)(=O)c1ccc(C)cc1 | -5.6% | . | -15.3% | 8.7% | -9.0% | -23.8% | i | . | 2.3%
CC(=O)CCc1ccc2oc(C(=O)O)c(C)c2c1 | 0.7% | 7.8% | 15.2% | 0.2% | -1.2% | 8.9% | i | 16.9 | .
Cc1[nH]n(-c2ccccc2)c(=O)c1C=NCCc1ccccc1 | . | 1.2% | -5.3% | 0.2% | ? | -16.6% | i | -9.4 | 2.6%
O=C(NC1CCCCCC1)c1cccs1 | 51.6%[activator] | 2.4% | -3.8% | 2.2% | 2.5% | 15.7% | i | 0.0 | .
CC(=O)Nc1ccc(SCC(CC(C)C)N2CCN(CC(C)C)CCC2=O)cc1 (stereo unspecified) | . | . | -18.7% | . | -20.2% | -4.1% | . | . | 10.8%
CC(C)C(NS(=O)(=O)c1cccs1)C(=O)N1CCc2ccccc2C1 (stereo unspecified) | -4.6% | -0.2% | -14.8% | 0.3% | -4.6% | 14.1% | i | 9.2 | .
COc1ccc2oc(C(=O)N3CCN(S(=O)(=O)c4cccc([N+](=O)[O-])c4)CC3)c(C)c2c1 | -4.4% | -3.5% | 3.9% | -0.2% | 2.0% | 0.8% | i | -3.3 | -23.5%
Cc1cc(N)n(-c2nc3ccccc3s2)n1 | . | -1.4% | -51.2% | 19.7% | 1.1% | 2.1% | i | -10.2 | ?
CN1CCC(=O)N(CCOc2ccccc2)CC1 | 3.5% | 11.1% | -9.4% | 3.5% | 0.0% | -3.7% | i | 4.0 | 0.0%
CCOC(=O)C1=C(C)NC(C)=C(C(=O)OCC)C1/C=C/c1ccccc1 | -8.9% | ? | -68.8% | 7.2% | 3.7% | -12.0% | i | -55.1* | .
Cc1ccc(CSCc2ccc(C(=O)NCC3CCCO3)o2)cc1 (stereo unspecified) | -9.2% | -4.1% | -0.7% | -0.3% | -0.6% | -6.1% | i | -1.3 | -8.4%
Cc1ccc(CNc2nc(NC(C)C)nc3ccsc23)c(C)c1 | ? | . | -56.7% | 0.4% | . | ? | ? | -14.4 | .
CCN(CC)S(=O)(=O)N1CCC(C(=O)NCC2COc3ccccc3O2)CC1 (stereo unspecified) | 0.6% | -3.7% | -4.0% | 0.1% | 17.1% | -25.1% | i | -11.4 | 10.4%
CCN(C[C@H]1N[C@@](Cc2ccccc2)(C(=O)OC)[C@H]2C(=O)N(Cc3ccccc3)C(=O)[C@@H]12)C(=O)C1CCCCC1 | -13.0% | -19.1% | -14.6% | 0.3% | ? | 4.1% | i | -17.7 | 14.6µM*
O=C(COCC(=O)N/N=C/c1ccccc1F)N/N=C/c1ccccc1F | -10.3% | 0.6% | -27.7% | 3.3% | 3.3% | 1.0% | i | 6.7 | 1.9%
CCCc1nnc(NC(=O)CCC(=O)NCc2ccccc2)s1 | . | 15.0% | 9.6% | 0.0% | 7.4% | 13.8% | i | 10.7 | ?
CN(C)N1C(=O)CC(N2CCCCC2)C1=O (stereo unspecified) | -8.1% | ? | 0.7% | 0.4% | -3.2% | 4.2% | i | -9.9 | 6.4%
C/C(=N/NC(=O)c1cccs1)c1ccc(NC(=O)COc2ccc(Cl)cc2Cl)cc1 | 12.6µM* | 6.51µM* | 3.2% | -0.3% | -11.6% | 1.3% | 11.2µM* | -11.1 | ?
O=C(Nc1ccc(N2CCN(Cc3ccccc3Cl)CC2)cc1)c1cccnc1 | -11.3% | -6.4% | 9.0% | 0.2% | -6.2% | 0.2% | i | -12.7 | ?
COc1ccc(NC2CCCN(C(=O)C3(C)CCCCC3)C2)cc1 (stereo unspecified) | -2.3% | 3.9% | -1.1% | -2.0% | -2.7% | -0.2% | i | 7.4 | 4.0%
Cc1ccc(NC(=O)COC(=O)c2cc(=O)c3ccccc3o2)cc1F | 2.0% | -7.3% | 1.4% | -1.0% | 6.1% | -2.4% | i | -5.4 | ?

Some of these compounds in order of count of non-hydrogen atoms, descending:
SMILES | ATXN2 expr inh | MCF10A rereplic | HepG2 tox | Nrf2 ARE act | A549 viability | TGFb SMAD3 inh | S2 tox | IL1B secr inh | Nrf2 block
COc1ccccc1CNc1nc(-c2ccco2)nn1S(=O)(=O)c1ccc(C)cc1 | -5.6% | . | -15.3% | 8.7% | -9.0% | -23.8% | i | . | 2.3%
CC(C)C(NS(=O)(=O)c1cccs1)C(=O)N1CCc2ccccc2C1 (stereo unspecified) | -4.6% | -0.2% | -14.8% | 0.3% | -4.6% | 14.1% | i | 9.2 | .
CN1CCC(=O)N(CCOc2ccccc2)CC1 | 3.5% | 11.1% | -9.4% | 3.5% | 0.0% | -3.7% | i | 4.0 | 0.0%
